High-throughput results deposited in PubChem by PCMD.
FXIIa inh – inhibitors of human coagulation factor XIIa | AID 701 | P00748 | inhibition, % at 10 µM | 33,000 compounds, 0.2% hits | purified human FXIIa, AMC substrate fluorescence, 2 h; in the data active = inhibition above about 30%;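 note: 0% = enzyme with vehicle only and 100% = no enzyme blank; many of its hits are not listed in these tables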
FXIa inh – inhibitors of human coagulation factor XIa; P03951; purified human FXIa, fluorogenic AMC substrate cleavage; inhibition, % at 10 µM; 33,000 compounds, 0.3% hits; AID 687;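 active = inhibition above 40% in the primary screen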;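 note: 0% = enzyme without compound and 100% = blank wells lacking enzyme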
Target sequence (P03951 19-387 limits assumed): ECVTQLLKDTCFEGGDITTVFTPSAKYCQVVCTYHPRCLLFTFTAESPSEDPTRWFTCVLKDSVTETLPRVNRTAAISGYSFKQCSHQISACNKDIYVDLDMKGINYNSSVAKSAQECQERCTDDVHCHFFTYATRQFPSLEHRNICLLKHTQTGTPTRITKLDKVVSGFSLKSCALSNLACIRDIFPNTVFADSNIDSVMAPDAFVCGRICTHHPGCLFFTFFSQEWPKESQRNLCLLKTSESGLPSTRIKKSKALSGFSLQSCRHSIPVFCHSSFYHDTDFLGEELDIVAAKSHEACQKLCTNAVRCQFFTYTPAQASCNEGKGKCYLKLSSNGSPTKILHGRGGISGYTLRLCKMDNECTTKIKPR
Target sequence (P03951 388-625 limits assumed): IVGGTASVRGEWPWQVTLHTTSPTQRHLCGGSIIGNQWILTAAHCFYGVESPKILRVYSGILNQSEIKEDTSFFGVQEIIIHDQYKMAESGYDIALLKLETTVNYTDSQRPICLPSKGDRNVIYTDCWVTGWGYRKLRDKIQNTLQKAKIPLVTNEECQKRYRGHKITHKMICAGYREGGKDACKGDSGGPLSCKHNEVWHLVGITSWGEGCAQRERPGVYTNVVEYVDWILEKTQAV
The depositor's hits bear a star.

item	compound	FXIa inh	FXIIa inh
1	Cc1cc(=O)[nH]c(N=N/C(=N/Nc2ccccc2C)c2ccccc2)n1	35	-11
2	O=C(N1CCOCC1)N1c2ccccc2CC(N2CCOCC2)c2ccccc21 (stereo unspecified)	1	-11
3	O=C(CSc1ccc2ccccc2c1)Nn1cnnc1	0	10
4	CN1CCN(c2nc3c(c(=O)n(C)c(=O)n3C)n2Cc2cccc3ccccc23)CC1	-4	2
5	Cc1cc(C)n(CC(O)Cn2c3ccc(Br)cc3c3cc(Br)ccc32)c(=O)n1 (stereo unspecified)	2	0
6	C=CCc1cccc(Cl)c1OCCON1C(=O)CCC1=O	14	-10
7	O=C(O)c1cccc(S(=O)(=O)N2Cc3ccccc3C2)c1	1	4
8	COc1ccccc1CN(Cc1nc2ccccc2c(=O)[nH]1)S(=O)(=O)c1ccc2ccccc2c1	1	7
9	CCCCN(CC)C(=O)CSc1nc2ccccc2c(=O)n1CC1COc2ccccc2O1 (stereo unspecified)	3	3
10	COc1ccc(N(C(=O)C(C)C)S(=O)(=O)c2cccs2)cc1	2	3
11	CCCSC1=C(C#N)C(c2ccccc2OCC)CC(=O)N1 (stereo unspecified)	-12	7
12	O=S(=O)(c1ccc2c(c1)OCCO2)N1CCN(c2cccc(Cl)c2)CC1	5	-15
13	CCN(CC)C(=O)c1ccc(S(=O)(=O)N2CCC(c3nc4ccccc4s3)CC2)cc1	-5	3
14	c1ccc2c3c([nH]c2c1)-c1[nH]ncc1CC3	-3	-1
15	O=C1CC(SCc2nc3ccccc3[nH]2)C(=O)N1c1ccc(F)cc1 (stereo unspecified)	-5	2
16	CC(C)n1nnnc1SCC(=O)NCc1cccs1	4	1
17	COc1ccc(/C=C/C(=O)NC(=S)NNC(=O)c2ccco2)cc1	12	5
18	O=C1CC(SCCO)C(=O)N1c1ccccc1 (stereo unspecified)	-8	8
19	CSc1ccccc1C(=O)N1CCN(c2ccc(F)cc2)CC1	-3	1
20	CCCCCOc1ccc(Cl)cc1CN1CCOCC1	7	5
21	COc1ccccc1N1CCN(C(=O)c2cccc(N3C(=O)NC4CC3(C)Oc3ccccc34)c2)CC1 (stereo unspecified)	6	8
22	O=S(=O)(Nc1nc2ccccc2nc1NCC1CCCO1)c1cccs1 (stereo unspecified)	-2	3
23	COc1ccccc1/C=C/C1=NC(=C\N(C)C)/C(=O)O1	-11	2
24	COC(=O)C1=C(C(=O)OC)C2(OC1c1cccc(F)c1)C(=O)c1ccccc1C2=O (stereo unspecified)	-6	-3
25	COC(=O)c1c(O)c2ccccc2[nH]c1=O	4	-4
26	COc1ccc(CCN2C(=O)CC(NCCc3ccc(S(N)(=O)=O)cc3)C2=O)cc1OC (stereo unspecified)	4	4
27	CCN(CC)C(=O)C(C)OC(=O)c1ccc(O)cc1 (stereo unspecified)	-5	1
28	Nc1cc(C(=O)O)ccc1N1CCCCC1	1	11
29	Cc1cc(C)nc(NS(=O)(=O)c2ccc(Br)cc2)n1	0	7
30	CCOC(=O)c1c(C)[nH]c(C(=O)COC(=O)CSCC(=O)N(CC)CC)c1C	0	5
31	O=c1oc(-c2cccs2)nc2scc(-c3cccs3)c12	12	-1
32	Cc1ccccc1C1NS(=O)(=O)N=C1N (stereo unspecified)	9	2
33	CC1(C)CC(=O)c2c(-c3cccnc3)n[nH]c2C1	0	-15
34	Cc1ccc(-c2nn(CCC(=O)NCC3CCCO3)c(=O)c3ccccc23)cc1 (stereo unspecified)	-3	12
35	O=C1C2C3C=CC(C4CC34)C2C(=O)N1/N=C/c1ccc(-c2ccc(Cl)cc2[N+](=O)[O-])o1 (stereo unspecified)	9	10
36	CCOC(=O)C1CCN(S(=O)(=O)c2ccc(Cl)cc2OC)CC1	5	8
37	O=C(Nc1ccc(Br)cc1)c1cccnc1N1CCCCC1	1	5
38	CN(CCNC(=O)c1cccc(N2CCCC2=O)c1)Cc1ccccc1	4	5
39	COc1cc(N2CCCC2)c(OC)cc1/C=C(/C#N)c1cccc(Br)c1	4	15
40	O=c1nc2n(c3sc4c(c13)CCC4)Cc1ccccc1-2	4	6
41	CS(=O)(=O)N(Cc1ccc(Cl)cc1)c1ccc(C(=O)NCCC2=CCCCC2)cc1	-1	-2
42	O=C(OC1CCS(=O)(=O)c2sccc21)c1ccccc1 (stereo unspecified)	-14	-13
43	Cc1noc(/C=C/N(C)C)c1S(=O)(=O)N1CCCC(C(=O)NCc2ccc(Cl)cc2)C1 (stereo unspecified)	-4	8
44	N/C(=N\OC(=O)c1cc(Cl)ccc1Cl)c1cccnc1	25	-18
45	Cc1nc(OCc2ccccc2)c2sc3nc4c(cc3c2n1)COC(C)(C)C4	-1	7
46	CCCCC(=O)Nc1ccc(C(=O)Nc2ccc(S(=O)(=O)N3CCCC3)cc2)cc1	-1	1
47	COc1ccc(CN2CCn3ncc(C(=O)Nc4cc(C)cc(C)c4)c3C2=O)cc1	7	8
48	Cc1cc(C(C#N)c2cccc(Cl)c2)n2ncnc2n1 (stereo unspecified)	7	1
49	CSc1ccc(CCNC(=O)C2CCN(c3nnc(-n4cccc4)s3)CC2)cc1	3	5
50	Cn1c(=O)n(C)c2cc(S(=O)(=O)N3CCCc4ccccc43)ccc21	4	7

More records:
item	compound	FXIa inh	FXIIa inh
51	CCCCc1nc2ccccc2c(NC(=O)CN(CC)CC)c1CCC	-10	8
52	CCN1CCN(Cc2c(C)[nH]c3ccc(C(=O)OC)cc3c2=O)CC1	0	6
53	Cc1ccc(NC(=O)Nc2ncccc2C)cc1	-6	6
54	CCn1c(=O)n(CC(=O)NCc2ccccc2OC)c(=O)c2ccccc21	6	-12
55	O=C(CN1C(=O)NC2(CCCCCCC2)C1=O)N1CCc2ccccc2C1	-8	0
56	Cc1ccn2cc(CSc3ccccc3)nc2c1	-4	6
57	S=C1NC(c2ccccc2)=NCN1c1ccc(Cl)cc1	2	3
58	CC(=O)c1sc(Nc2nc(C)cc(C)n2)nc1C	4	0
59	COc1ccc(-c2noc(CSc3nnc(Cc4ccccc4)n3-c3ccc(Cl)cc3)n2)cc1	-3	5
60	COc1ccc(NC(=O)CSc2nc3c(c(=O)n2-c2ccc(F)cc2)SCC3)c(OC)c1	-1	-2
61	CC1CCN(c2c(NCC3CCC(C(=O)N4CCCCC4)CC3)c(=O)c2=O)CC1 (stereo unspecified)	-11	-24
62	C/C(=N/Oc1nc(C)cc(C)n1)c1ccccc1	3	11
63	O=C(CCC(=O)NC1CCCCCC1)Nc1nnc(C(F)(F)F)s1	-4	0
64	COc1ccc2c(c1)C(=NO)c1cc(OC)ccc1-2	4	5
65	COc1cccc(CC2CC(=O)N(CCc3ccc4c(c3)OCO4)C2=O)c1 (stereo unspecified)	15	3
66	O=C(Nc1ccc(C(=O)N2CCCC2)cc1)c1ccc2c(c1)OCO2	-1	1
67	COC(=O)CCCCCCCCC(=O)Nc1nc2ccccc2s1	32	-17
68	COc1cccc(/C=N/Nc2snc(SC)c2C#N)c1O	20	-6
69	O=C(/C=C/c1ccccc1)N1CCN(C(=O)c2ccco2)CC1	-10	7
70	Cn1c(=O)[nH]c(=O)c2c1nc(N(CCO)Cc1ccccc1)n2CCCc1ccccc1	4	3
71	O=C(NNC(=O)[C@@H]1CCCC[C@@H]1C(=O)O)c1cccs1	-1	2
72	CCCCOC(=O)Nc1cccc(Cl)c1C	-7	4
73	CC(C)(C)c1cc(C(C)(C)C)cc(S(=O)(=O)CCc2ccccn2)c1	2	4
74	Cc1[nH]n(-c2cccc(Cl)c2)c(=O)c1-c1ccc(Cl)cc1	-4	3
75	COc1ccccc1NC(=O)N1CCC(c2nc3cc(C)c(C)cc3[nH]2)CC1	2	6
76	CN1CCN(Cc2cccc(Oc3ccc(Cl)cc3)c2)CC1	-2	-1
77	COc1cc(NS(=O)(=O)c2ccc(NC(=O)CSC3=NCCS3)cc2)nc(OC)n1	-6	1
78	CC(=O)c1ccc(NC(=O)CCSCCC(=O)Nc2ccc(C(C)=O)cc2)cc1	5	4
79	CCC(=O)Nc1ccccc1C(=O)OCC(=O)Nc1ccc(S(N)(=O)=O)cc1	7	4
80	CCCS(=O)(=O)N1CCN(S(=O)(=O)c2ccccc2)CC1	-11	3
81	CCN(C(=O)COC(=O)c1ccc(OCc2c(C)noc2C)cc1)c1ccccc1	1	3
82	CN1CCN(/C=N/C2=C(C#N)C(c3ccccc3)C3=C(CC(C)(C)CC3=O)O2)CC1 (stereo unspecified)	-1	4
83	COc1ccccc1-n1c(CNC(=O)c2ccc(S(=O)(=O)N3CCOCC3)cc2)n[nH]c1=S	1	10
84	COc1ccc(N2C(=O)CC(Nc3ccc(N4CCOCC4)cc3)C2=O)c(OC)c1 (stereo unspecified)	4	6
85	CCCCc1ccc(N2C(=O)[C@@H]3C(CC(N)=O)NC4(C(=O)Nc5ccc(F)cc54)[C@@H]3C2=O)cc1 (stereo partly specified)	-4	1
86	CCOC(=O)c1ccc(N/C=C/C(=O)c2ccco2)cc1	1	3
87	CCN(CC)S(=O)(=O)c1ccc2nc(SC)sc2c1	14	-17
88	Cc1oc2c(c1C(=O)Nc1ccc(C(=O)O)cc1)CCCC2	-8	1
89	CCCCOc1ccccc1N	-5	5
90	COC(=O)c1oc2ccccc2c1N	-9	5
91	Cc1n[nH]c(C)c1C(=O)CC1(O)C(=O)N(Cc2ccccc2)c2ccc(Br)cc21 (stereo unspecified)	7	2
92	O=C(c1ccco1)N1CCN(S(=O)(=O)c2ccc(Cl)s2)CC1	-16	-3
93	CC(C)(C)C(=O)Nc1ccc(Oc2ccc3c(c2)C(=O)N(c2ccc(O)cc2)C3=O)cc1	2	15
94	O=C(COc1ccccc1)Nc1ccc(S(=O)(=O)N2CCCC2)cc1	8	4
95	COc1ccc(C2SCC(C(=O)NCc3ccc(F)cc3)N2C(C)=O)cc1 (stereo unspecified)	6	6
96	COC(=O)[C@H](C)NC(=O)NC(C)CCc1ccccc1 (stereo partly specified)	3	4
97	Cc1cc(NC(=O)COC(=O)c2cccc(OCc3ccccc3)c2)no1	-11	6
98	CCOC(=O)c1ccc(COC(=O)CCc2nc(-c3ccccc3)c(-c3ccccc3)o2)cc1	-1	7
99	CCOC(=O)N(Cc1ccccc1)C(C(=O)O)C(C(=O)O)N(Cc1ccccc1)C(=O)OCC (stereo unspecified)	-1	-12
100	CC12CCC(C(=O)NCc3cccnc3)(OC1=O)C2(C)C (stereo unspecified)	-6	7

Next part, starting with the last 2 of the part before.
item	compound	FXIa inh	FXIIa inh
99	CCOC(=O)N(Cc1ccccc1)C(C(=O)O)C(C(=O)O)N(Cc1ccccc1)C(=O)OCC (stereo unspecified)	-1	-12
100	CC12CCC(C(=O)NCc3cccnc3)(OC1=O)C2(C)C (stereo unspecified)	-6	7
101	CCc1ccc(-n2c(CSc3nnnn3-c3ccccc3)nc3ccccc3c2=O)cc1	-2	-4
102	CC1(C(=O)O)CC(C)(C(=O)O)CC(C)(C(=O)O)C1 (stereo unspecified)	0	-4
103	COC(=O)c1cccc(S(=O)(=O)N2CCOCC2)c1	0	-10
104	CCOc1ccc2c(C)c(C)c(=O)oc2c1OCC	21	-19
105	CC(C)N(Cc1cc2ccccc2[nH]c1=O)C(=O)C1CCCCC1	5	4
106	Nc1nc(CN2CCCCCC2)nc(Nc2ccc(F)cc2)n1	1	-13
107	CCCCN1C=C(C(=O)OC)C(c2ccccc2C(F)(F)F)C(C(=O)OC)=C1	-7	-9
108	Cc1ccc(-n2c(SCC(=O)Nc3ccc4c(c3)OCO4)nnc2-c2ccccn2)cc1	-9	6
109	COc1ccc(-c2nnc(SCC(=O)N3CCCc4ccccc43)o2)cc1OC	-2	6
110	CC1=C(NCCc2ccccc2)CCC1=O	-3	-3

Whole records from above.
O=C(CCC(=O)NC1CCCCCC1)Nc1nnc(C(F)(F)F)s1 as listed: FXIa inh: -4; FXIIa inh: 0
COc1ccc(-c2nnc(SCC(=O)N3CCCc4ccccc43)o2)cc1OC as listed: FXIa inh: -2; FXIIa inh: 6
Nc1cc(C(=O)O)ccc1N1CCCCC1 as listed: FXIa inh: 1; FXIIa inh: 11

Later entries.
item	compound	FXIa inh	FXIIa inh
111	COc1ccc(NC(=O)C2CCCNC2)cc1OCC(C)C (stereo unspecified)	1	8
112	N#Cc1c2c(c(N3CCN(CCO)CC3)n3c1nc1ccccc13)CCCC2	2	8
113	COc1ccccc1/C=C/C(=O)N1CCOCC1	-4	-3
114	CCCn1c(CN2CCN(c3cccc(Cl)c3)CC2)nc2c1c(=O)n(C)c(=O)n2C	5	2
115	CCOC(=O)CNC(=O)c1sc2ncnc(N3CCc4ccccc4C3)c2c1C	2	-3
116	O=C(CSc1nnc(-c2cccnc2)n1CCc1ccccc1)N1CCCCC1	0	4
117	C=CCn1c(=O)c2ccccc2n2c(SCc3nc4ccccc4s3)nnc12	24	-12
118	Nc1nnc(-c2ccccc2)s1	-2	4
119	CCOC(=O)CSc1nc2ccc(S(=O)(=O)N3CCOCC3)cc2[nH]1	-4	8
120	O=C(CSc1nncn1-c1ccccc1)NCc1cccs1	-3	10
121	CC(C)OP(=O)(OC(C)C)C(NC(=O)c1ccc(Br)cc1)c1ccccc1 (stereo unspecified)	5	4
122	CCc1ccc(N(CC(=O)Nc2nc3ccc(C)cc3s2)S(=O)(=O)c2c(C)noc2C)cc1	4	4

An excerpt; the hit share may differ from the screen's.
